Screening data from PubChem BioAssay.
NTR1 agonist – agonists of NTR1, primary screen, imaging, U2OS cells, beta-arrestin-GFP, high content (AID 493036); Neurotensin receptor type 1 (Homo sapiens), P30989; NTR1-U2OS beta-arrestin-GFP spot imaging, agonist mode; activation, % at 20 µM; hit rate 0.17% among 330,000;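 active = activation at or above 40% of the spot to cytoplasm intensity ratio, with at least 20 cells analyzed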;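 note: 0% = DMSO without peptide and 100% = 100 nM NTR1 peptide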
Target sequence (P30989 whole entry, looked up): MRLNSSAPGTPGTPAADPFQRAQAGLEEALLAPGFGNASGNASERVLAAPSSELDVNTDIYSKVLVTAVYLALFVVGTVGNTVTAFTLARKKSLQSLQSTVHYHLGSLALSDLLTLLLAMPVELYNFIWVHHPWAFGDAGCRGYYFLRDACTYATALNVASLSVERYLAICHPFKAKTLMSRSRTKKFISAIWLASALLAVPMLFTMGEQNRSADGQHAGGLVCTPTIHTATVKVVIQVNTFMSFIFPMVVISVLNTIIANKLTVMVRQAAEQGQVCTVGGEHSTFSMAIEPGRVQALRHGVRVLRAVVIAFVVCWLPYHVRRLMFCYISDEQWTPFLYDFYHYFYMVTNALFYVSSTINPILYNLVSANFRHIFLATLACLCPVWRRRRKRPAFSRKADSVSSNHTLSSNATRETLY
GPR35 arrestin U2OS – GPR35 antagonists blocking zaprinast-driven arrestin recruitment, primary screen, imaging, U2OS, beta-arrestin-GFP, zaprinast agonist (AID 2058); inhibition, % at 10 µM; hits with a dose series show IC50 in µM; hit rate 0.052% among 290,000; U2OS GPR35 beta-arrestin-GFP translocation imaging, zaprinast antagonism; higher % means a stronger effect;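 active = inhibition of at least 50% with at least 30 cells and total cytoplasm GFP at most 10,000,000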
MgcRacGAP inhibition – MgcRacGAP GTPase-activating activity inhibitors, confirmation, biochemical, ADP Hunter fluorescence; hit rate 0.6% among 340,000; AID 624330, 2012; MgcRacGAP-stimulated Rac1 GTP hydrolysis, ADP Hunter fluorescence; higher % means a stronger effect; GST-tagged Rac1 F28L mutant substrate; Rac GTPase-activating protein 1 (Homo sapiens); inhibition, % at 30 µM; hits with a dose series show IC50 in µM;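 active = first-screen hits whose inhibition reached a set limit at any dose in the follow-up dose series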;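 note: fluorescence reports GDP produced by GAP-driven GTP hydrolysis; strong numbers were not always called active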
GPR55 activation – GPR55 agonists via beta-arrestin recruitment, primary screen, imaging, U2OS cells, beta-arrestin-GFP redistribution (AID 1961); activation, % at 10 µM, or EC50 in µM where a hit was titrated; G-protein coupled receptor 55 (Homo sapiens); U2OS GPR55 beta-arrestin-GFP redistribution imaging; higher % means a stronger effect; hit rate 0.048% among 290,000;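 active = activation above 40% with more than 50 cells counted in the well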;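 note: U2OS osteosarcoma cells stably expressing GPR55 and beta-arrestin-GFP; plate controls were DMSO negative control for no effect and LPI positive control for full effect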
KOR beta-arrestin-1 – KOR antagonists, beta-arrestin recruitment, cell-based, luminescence, uHTS (AID 1778); Kappa-type opioid receptor (Homo sapiens); KOR beta-arrestin recruitment, luminescence, antagonist mode; higher % means a stronger effect; one-dose inhibition, % at 10 µM; IC50 in µM for titrated hits; hit rate 0.091% among 290,000; in the data active = inhibition above about 50%; note: strong numbers were not always called active
GPR55 LPI antagonism – GPR55 antagonists blocking LPI-driven arrestin recruitment, primary screen, imaging, U2OS, beta-arrestin-GFP, LPI agonist (AID 2013). U2OS GPR55 beta-arrestin-GFP translocation imaging, LPI antagonism; higher % means a stronger effect. one-dose inhibition, % at 10 µM; IC50 in µM for titrated hits. hit rate 0.13% among 290,000;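 active = spots per cell inhibited over 60%, with over 100 cells counted and total cytoplasm intensity under 500,000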;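 note: U2OS cells stably carrying GPR55 and arrestin-GFP stimulated by 5 µM LPI near EC80; imaged beta-arrestin-GFP aggregate spots per cell after agonist stimulation; plate controls were LPI-stimulated DMSO wells for no effect and DMSO wells without LPI for full effect; some results filed as inactive read as strong as hits; confirmed hits need IC50 under 10 µM and bright autofluorescent wells are also inconclusive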
UTI89 phage lysis – inhibition of K1F phage lysis, E. coli UTI89, bacterial capsule biogenesis inhibitors, alamar blue (AID 488966); inhibition, % at 100 µM, or IC50 in µM where a hit was titrated; hit rate 0.02% among 340,000; E. coli UTI89 K1F phage lysis, alamar blue, 2 h; higher % means a stronger effect;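 active = phage lysis inhibition, versus mean bacterial control, above a set limit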;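 note: capsule biogenesis inhibitors block K1F phage lysis so surviving cells raise fluorescence; higher fluorescence means more inhibition of phage lysis; actives were called in the ten point dose series up to 300 µM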
KOR beta-arrestin-2 – KOR agonists, beta-arrestin recruitment, primary screen, cell-based, luminescence, uHTS (AID 1777); Kappa-type opioid receptor (Homo sapiens); KOR beta-arrestin recruitment, luminescence; higher % means a stronger effect; activation, % at 10 µM; hits with a dose series show EC50 in µM; hit rate 0.02% among 280,000; in the data active = activation above about 50%, passing the limit was not always enough; note: a part of the inactive calls stands beside numbers as strong as those of hits
NOD1 NF-kB reporter – NOD1 signaling inhibitors, primary screen, cell-based, luminescence, uHTS (AID 1578) | NOD1-driven NF-kB luciferase reporter cells, luminescence; higher % means a stronger effect | inhibition, % at 4 µM; hits with a dose series show EC50 in µM | hit rate 1% among 290,000; in the data active = inhibition mostly above about 36%, no sharp cut-off; inactive = mostly below about 34%;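 note: HEK-293T reporter cells stimulated with the NOD1 agonist gamma-tri-DAP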
NTR1 agonist cell count 20 µM – second read-out of NTR1 agonist, no call of its own (marks repeat the call); cell count; measured here: cell count, cytotoxicity flag
* hit, by the source's call; [ ] = dose if it differs, or a comment. A portion of the library. The share of hits here may be higher or lower than overall.

Screening CSc1ccccc1OCc1cc(C(=O)N(C)Cc2c(C)n[nH]c2C)no1 returned NTR1 agonist 0.8, GPR35 arrestin U2OS 8%, MgcRacGAP inhibition 13%, GPR55 activation -0.1%, KOR beta-arrestin-1 4%, GPR55 LPI antagonism 16%, UTI89 phage lysis 0.0%, KOR beta-arrestin-2 0.8%, NOD1 NF-kB reporter -32% and NTR1 agonist cell count 20 µM 68.
Screening COc1ccccc1NC(=O)Nc1ccc(-n2ccc(C(F)(F)F)n2)cc1 returned NTR1 agonist 4.6, GPR35 arrestin U2OS 5%, MgcRacGAP inhibition 8%, GPR55 activation -0.2%, KOR beta-arrestin-1 13%, GPR55 LPI antagonism 17%, UTI89 phage lysis 0.0%, KOR beta-arrestin-2 -0.4%, NOD1 NF-kB reporter -3% and NTR1 agonist cell count 20 µM 58.
`CCn1nnnc1SCC(=O)Nc1ccc(OC)cc1` gave NTR1 agonist 2.8, GPR35 arrestin U2OS -6%, MgcRacGAP inhibition 9%, GPR55 activation -0.2%, KOR beta-arrestin-1 -1%, GPR55 LPI antagonism 9%, UTI89 phage lysis 2.5%, KOR beta-arrestin-2 -4.5%, NOD1 NF-kB reporter -11% and NTR1 agonist cell count 20 µM 87.
For Cc1ccc(OC/C(=N\O)C(C)(C)C)c([N+](=O)[O-])c1 the results were NTR1 agonist 0.4, GPR35 arrestin U2OS 10%, MgcRacGAP inhibition 1%, GPR55 activation 0.1%, KOR beta-arrestin-1 3%, GPR55 LPI antagonism 7%, UTI89 phage lysis -1.8%, KOR beta-arrestin-2 -0.9%, NOD1 NF-kB reporter -19% and NTR1 agonist cell count 20 µM 41.
Screening CCC(=O)Nc1ccc(C(=O)OCc2ccccc2Cl)cc1 returned NTR1 agonist -1.6, GPR35 arrestin U2OS 0%, MgcRacGAP inhibition 0%, GPR55 activation 0.0%, KOR beta-arrestin-1 -49%, GPR55 LPI antagonism 14%, UTI89 phage lysis 0.2%, KOR beta-arrestin-2 1.6%, NOD1 NF-kB reporter -28% and NTR1 agonist cell count 20 µM 87.
CCCn1c(-c2cc(OC)c(OC)c(OC)c2)nc2c1c(=O)[nH]c(=O)n2Cc1ccccc1 was read as NTR1 agonist 2.1, GPR35 arrestin U2OS 6%, MgcRacGAP inhibition 5%, GPR55 activation 0.2%, KOR beta-arrestin-1 4%, GPR55 LPI antagonism -3%, UTI89 phage lysis 1.6%, KOR beta-arrestin-2 -1.7%, NOD1 NF-kB reporter -10% and NTR1 agonist cell count 20 µM 42.
Screening O=C(NCCN1CCOCC1)c1ccccc1N1C(=O)[C@@H]2Cc3c([nH]c4ccccc34)C(c3ccc(F)cc3)N2C1=O (stereo not given in full) returned NTR1 agonist -0.2, GPR35 arrestin U2OS -10%, MgcRacGAP inhibition -7%, GPR55 activation -0.1%, KOR beta-arrestin-1 -44%[20 µM], GPR55 LPI antagonism 8%, UTI89 phage lysis -1.6%, KOR beta-arrestin-2 -1.9%, NOD1 NF-kB reporter 20% and NTR1 agonist cell count 20 µM 90.
`CC(=O)OC(C(=O)NC1CCCCC1)c1cccc(C)c1` (stereo not given) gave NTR1 agonist 1.8, GPR35 arrestin U2OS -10%, MgcRacGAP inhibition 6%, GPR55 activation -0.2%, KOR beta-arrestin-1 -7%, GPR55 LPI antagonism -5%, UTI89 phage lysis 0.3%, KOR beta-arrestin-2 -6.5%, NOD1 NF-kB reporter -1% and NTR1 agonist cell count 20 µM 78.
`Cc1cccc(N2C(=O)CC(Sc3nc(-c4ccccc4)c4cc(Cl)ccc4n3)C2=O)c1` (stereo not given) gave NTR1 agonist 3.4, GPR35 arrestin U2OS 0%, MgcRacGAP inhibition 8%, GPR55 activation 0.3%, KOR beta-arrestin-1 31%, GPR55 LPI antagonism 5%, UTI89 phage lysis 1.1%, KOR beta-arrestin-2 1.5%, NOD1 NF-kB reporter 18% and NTR1 agonist cell count 20 µM 50.
Screening N#Cc1c2c(c(=S)n(-c3ccccc3)c1N)CCCC2 returned NTR1 agonist -0.7, GPR35 arrestin U2OS -4%, MgcRacGAP inhibition 3%, GPR55 activation -0.3%, KOR beta-arrestin-1 -15%, GPR55 LPI antagonism 0%, UTI89 phage lysis -0.3%, KOR beta-arrestin-2 -2.5%, NOD1 NF-kB reporter 4% and NTR1 agonist cell count 20 µM 44.
Screening Cc1ccc(C)c(N2CCN(C(=O)CN3C(=S)NC(C)(C)CC3C)CC2)c1 (stereo not given) returned NTR1 agonist -0.3, GPR35 arrestin U2OS -13%, MgcRacGAP inhibition 1%, GPR55 activation -0.1%, KOR beta-arrestin-1 -7%, GPR55 LPI antagonism 5%, UTI89 phage lysis 0.3%, KOR beta-arrestin-2 1.6%, NOD1 NF-kB reporter -18% and NTR1 agonist cell count 20 µM 54.
CCOc1ccc(-n2c(SCC(=O)O)nc3sc4c(c3c2=O)CCCC4)cc1 was read as NTR1 agonist 0.7, GPR35 arrestin U2OS -8%, MgcRacGAP inhibition 6%, GPR55 activation -0.3%, KOR beta-arrestin-1 -8%, GPR55 LPI antagonism -12%, UTI89 phage lysis -0.1%, KOR beta-arrestin-2 -3.1%, NOD1 NF-kB reporter -15% and NTR1 agonist cell count 20 µM 63.
For COc1ccc(C(=O)NC(=S)N2CCOCC2)cc1Br the results were NTR1 agonist -0.3, GPR35 arrestin U2OS 3%, MgcRacGAP inhibition 6%, GPR55 activation -0.2%, KOR beta-arrestin-1 27%, GPR55 LPI antagonism 5%, UTI89 phage lysis 0.1%[50 µM], KOR beta-arrestin-2 -2.4%, NOD1 NF-kB reporter -13% and NTR1 agonist cell count 20 µM 49.
Screening Cc1cccc(NC(=O)c2ccc3c(c2)C(=O)N(c2ccccn2)C3=O)c1C returned NTR1 agonist 2.4, GPR35 arrestin U2OS 10%, MgcRacGAP inhibition 5%, GPR55 activation 0.0%, KOR beta-arrestin-1 10%, GPR55 LPI antagonism 7%, UTI89 phage lysis 0.3%, KOR beta-arrestin-2 2.8%, NOD1 NF-kB reporter -13% and NTR1 agonist cell count 20 µM 54.
CC1(C)CC(=O)C(C(=O)Cc2ccccc2[N+](=O)[O-])C(=O)C1 was read as NTR1 agonist -1.4, GPR35 arrestin U2OS -4%, MgcRacGAP inhibition 8%, GPR55 activation 0.3%, KOR beta-arrestin-1 -22%, GPR55 LPI antagonism 8%, UTI89 phage lysis 6.4%, KOR beta-arrestin-2 0.6%, NOD1 NF-kB reporter -20% and NTR1 agonist cell count 20 µM 46.
Screening CCN(CC)S(=O)(=O)c1ccc(NCc2ccccn2)nc1 returned NTR1 agonist 1.8, GPR35 arrestin U2OS 1%, MgcRacGAP inhibition 7%, GPR55 activation 0.4%, KOR beta-arrestin-1 -18%, GPR55 LPI antagonism 6%, UTI89 phage lysis 0.0%, KOR beta-arrestin-2 -2.9%, NOD1 NF-kB reporter -1% and NTR1 agonist cell count 20 µM 80.
Screening CCn1ncc(Br)c1C(=O)Nc1ccc(OC(F)(F)F)cc1 returned NTR1 agonist -0.6, GPR35 arrestin U2OS -4%, MgcRacGAP inhibition 5%, GPR55 activation -0.3%, KOR beta-arrestin-1 -9%, GPR55 LPI antagonism 11%, UTI89 phage lysis 0.1%, KOR beta-arrestin-2 -4.5%, NOD1 NF-kB reporter 0% and NTR1 agonist cell count 20 µM 88.
Screening N#C/C(=C\c1c[nH]c2ccccc12)C(=O)NC1CC1 returned NTR1 agonist 1.5, GPR35 arrestin U2OS 1%, MgcRacGAP inhibition 4%, GPR55 activation 0.5%, KOR beta-arrestin-1 -74%[20 µM], GPR55 LPI antagonism 19%, UTI89 phage lysis 0.4%, KOR beta-arrestin-2 -1.3%, NOD1 NF-kB reporter -66% and NTR1 agonist cell count 20 µM 71.
For CCOC(=O)c1c(NC(=O)CSc2ncn[nH]2)sc(C)c1C the results were NTR1 agonist 15, GPR35 arrestin U2OS -11%, MgcRacGAP inhibition 3%, GPR55 activation 0.2%, KOR beta-arrestin-1 21%, GPR55 LPI antagonism -8%, UTI89 phage lysis -0.1%, KOR beta-arrestin-2 1.4% and NTR1 agonist cell count 20 µM 101.
`CCOC(=O)C1=C(C)NC(=O)NC1c1ccc(C)o1` (stereo not given) gave NTR1 agonist -2.6, GPR35 arrestin U2OS -4%, MgcRacGAP inhibition 0%, GPR55 activation -0.2%, KOR beta-arrestin-1 10%, GPR55 LPI antagonism -11%, UTI89 phage lysis 0.7%, KOR beta-arrestin-2 -5.6%, NOD1 NF-kB reporter -9% and NTR1 agonist cell count 20 µM 57.
`COc1ccccc1N(C(=O)NCc1ccccc1)C1=NCC(C)S1` (stereo not given) gave NTR1 agonist 1.3, GPR35 arrestin U2OS 17%, MgcRacGAP inhibition 8%, GPR55 activation -0.2%, KOR beta-arrestin-1 -11%, GPR55 LPI antagonism 0%, UTI89 phage lysis 1.6%, KOR beta-arrestin-2 -2.8%, NOD1 NF-kB reporter -11% and NTR1 agonist cell count 20 µM 67.
For Cc1sc2c(c1C)C(O)=C(C(=O)Nc1ccccc1)S(=O)(=O)N2C the results were NTR1 agonist 1.0, GPR35 arrestin U2OS 7%, MgcRacGAP inhibition 6%, GPR55 activation 0.0%, KOR beta-arrestin-1 -89%, GPR55 LPI antagonism -16%, UTI89 phage lysis -1.0%, KOR beta-arrestin-2 2.3%, NOD1 NF-kB reporter -5% and NTR1 agonist cell count 20 µM 65.
Screening CC(CC(=O)O)CC(=O)NNC(=O)c1cccc(Br)c1 (stereo not given) returned NTR1 agonist -0.1, GPR35 arrestin U2OS -14%, MgcRacGAP inhibition 1%, GPR55 activation -0.4%, KOR beta-arrestin-1 -3%, GPR55 LPI antagonism 10%, UTI89 phage lysis -0.6%, KOR beta-arrestin-2 -1.6%, NOD1 NF-kB reporter -9% and NTR1 agonist cell count 20 µM 43.
CC1CCCC(NC(=O)c2cn(C)c3ccc(S(=O)(=O)N4CCCC4)cc3c2=O)C1C (stereo not given) was read as NTR1 agonist 17, GPR35 arrestin U2OS 5%, GPR55 activation -0.1%, KOR beta-arrestin-1 25%, GPR55 LPI antagonism 6%, KOR beta-arrestin-2 -1.5%, NOD1 NF-kB reporter -24% and NTR1 agonist cell count 20 µM 58.
